# Source: PubChem (National Center for Advancing Translational Sciences (NCATS))
# GLP1R inv ag = GLP-1 receptor (human) inverse agonism; P43220; HEK293 GLP-1R CRE-luciferase, luminescence, 24 h; GLP-1R form is constitutively active; Potency, µM (highest dose often 38.3 µM), inactives show at the top dose activity change, negative = inhibition, actives largely listed as inhibitors; 410,000 compounds, 1.6% hits; AID 624417; also: potency is read from the fitted curve at half-maximal effect; % is scaled to controls: 0 for no effect and ±100 for the full control effect; nearly all actives have a fitted effect of over 55% in size
# Target sequence (P43220 whole entry, looked up): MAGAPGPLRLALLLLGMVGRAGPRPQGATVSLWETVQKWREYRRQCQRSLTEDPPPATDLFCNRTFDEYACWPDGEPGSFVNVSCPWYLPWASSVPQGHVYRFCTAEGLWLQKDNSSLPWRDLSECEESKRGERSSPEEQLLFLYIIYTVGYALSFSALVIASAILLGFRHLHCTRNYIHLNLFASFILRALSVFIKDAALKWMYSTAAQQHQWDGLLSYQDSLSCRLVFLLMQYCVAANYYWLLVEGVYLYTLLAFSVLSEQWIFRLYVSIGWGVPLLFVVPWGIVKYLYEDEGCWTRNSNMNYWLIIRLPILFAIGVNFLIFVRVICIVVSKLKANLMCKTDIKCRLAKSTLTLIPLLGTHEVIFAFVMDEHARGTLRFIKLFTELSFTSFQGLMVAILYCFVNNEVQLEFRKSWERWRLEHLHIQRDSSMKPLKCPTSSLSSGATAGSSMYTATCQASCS
#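 HEK293 cells stably co-expressing a cAMP-responsive luciferase reporter and constitutively active GLP-1R were seeded, incubated 12 h, then exposed to compounds for 24 h at 37 C. Luminescence was read 12 min after detection reagent; inverse agonists lower signal.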
# PTHR1 ag = agonists of human PTHR1 parathyroid hormone receptor; Potency, µM (doses to about 115 µM), for the others: top-dose activation, most hits filed as activators; Q03431; 410,000 compounds, 0.075% hits; HEK293 GP2 PTHR1 cells, GloSensor cAMP luminescence, 1 h; also: potency is read from the fitted curve at half-maximal effect; nearly all actives have a fitted effect of over 55% in size; some results filed as inactive show a strong effect at the top dose; inactives centre near -15; many of its hits are not listed in these tables
# Target sequence (Q03431 whole entry, looked up): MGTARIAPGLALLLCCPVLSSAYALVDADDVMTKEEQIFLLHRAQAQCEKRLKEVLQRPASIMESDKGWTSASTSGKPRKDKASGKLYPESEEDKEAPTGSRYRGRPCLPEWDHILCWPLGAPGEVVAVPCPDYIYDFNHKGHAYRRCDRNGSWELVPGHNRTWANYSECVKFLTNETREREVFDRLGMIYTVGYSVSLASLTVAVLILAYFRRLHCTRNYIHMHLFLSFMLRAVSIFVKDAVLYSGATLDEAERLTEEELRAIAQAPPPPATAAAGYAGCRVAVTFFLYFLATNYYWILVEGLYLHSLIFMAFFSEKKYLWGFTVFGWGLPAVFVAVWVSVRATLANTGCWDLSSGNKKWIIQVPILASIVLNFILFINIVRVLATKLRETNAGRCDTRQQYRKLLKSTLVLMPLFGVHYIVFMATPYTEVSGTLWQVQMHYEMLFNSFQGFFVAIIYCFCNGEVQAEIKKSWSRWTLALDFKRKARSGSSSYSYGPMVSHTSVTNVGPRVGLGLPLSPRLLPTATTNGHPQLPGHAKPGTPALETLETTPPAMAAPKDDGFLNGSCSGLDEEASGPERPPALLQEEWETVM
#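 HEK-293-derived GP2 cells expressing PTHR1 and a GloSensor cAMP reporter, 3,000/well, plated overnight, given luciferin plus IBMX (each 0.5 mM as added) for 1 h at 37 °C, then compound for 1 h at 37 °C. Luminescence was read after 15 min at room temperature.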
# aSyn rescue = alpha-synuclein toxicity inhibition in yeast | Yeast expressing alpha-synuclein, growth rescue, BacTiter-Glo, 24 h | Potency, µM (series often up to 46.1 µM), without a hit: at the top dose growth rescue (activation), usual class: activators | 370,000 compounds, 0.14% hits; also: potency is read from the fitted curve at half-maximal effect; % of control where 0% means no effect; nearly all actives have a fitted effect of over 65% in size
#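 Readout is rescue of growth in alpha-synuclein-expressing yeast, so inhibitors of toxicity appear as activators. Growth after 24 hr at 30 deg C in galactose medium is quantified by luminescence.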
# Abeta yeast res = A-beta toxicity reversal in yeast; yeast expressing A-beta42, growth rescue, OD600, 48 h; response scale: 0% DMSO, 100% iron-clioquinol control; 410,000 compounds, 0.063% hits; Potency, µM (top dose mostly 46.1 µM), for inactives: top-dose growth rescue, most hits filed as activators; also: potency is read from the fitted curve at half-maximal effect; nearly all actives have a fitted effect of over 55% in size
#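 Growth rescue measured by 600 nm absorbance after 48 h yeast culture at 30 C with compound. Values normalized between DMSO and an equimolar ferric chloride plus clioquinol control.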
# TDP43 rescue = rescues yeast growth from TDP-43 toxicity | TDP-43 expressing yeast growth rescue, BacTiter-Glo, 24 h | Potency, µM (top dose mostly 46.1 µM), inactives show at the highest dose growth rescue (activation), actives largely listed as activators | 410,000 compounds, 1.8% hits | AID 652104; also: potency is read from the fitted curve at half-maximal effect; % of control where 0% means no effect; nearly all actives have a fitted effect of over 50% in size
#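 In this qHTS, compounds that restore growth of yeast expressing TDP-43 appear as activators. Cells (OD600=0.02, galactose medium, raffinose-pregrown) are incubated with compound 24 hr at 30 deg C and growth is quantified by BacTiter-Glo.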
# Akt phos inh = blocks phosphorylation of Akt | Neuro2A IGF-stimulated pAkt S473 HTRF, 20 min; hits give low values | activity change, % for hits at 50 µM | 360,000 compounds, 0.32% hits | AID 651550; in the data active = activity change below about -80%; inconclusive = mostly about -51% to -80%; also: % is scaled to controls: 0 for no effect and ±100 for the full control effect
#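 Neuro2A cells (4,500/well, DMEM with 0.5% FBS) were treated with compound at a single 50 µM final concentration, stimulated with 6 nM IGF for 20 min at 37 °C, and lysed. Phospho-Akt Ser473 was read by HTRF as 665/615 ratio ×10^4.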
# FUS yeast rescue = rescues growth of FUS-expressing yeast. S. cerevisiae FUS-expressing, growth rescue, OD600, 24 h. Potency, µM (doses to about 76.6 µM), inactives show top-dose growth rescue (activation), most hits filed as activators. 390,000 compounds, 0.24% hits;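 also: potency is read from the fitted curve at half-maximal effect; plate controls were DMSO vehicle for no effect and reference control for full effect; nearly all actives have a fitted effect of over 55% in size; some results filed as inactive show a strong effect at the top dose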
#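 Absorbance at 600 nm, taken 24hr after compound addition, measured rescue of FUS-yeast growth at 30C. Induction used 2% galactose with seeding at OD 0.005. Controls: CP55940 from 92uM final, DMSO only.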
# GLP-1R agonist = agonists of human GLP-1 receptor; P43220; HEK293 GLP-1R CRE-luciferase, luminescence, 4-6 h; cells express a hypersensitive GLP-1R form; Potency, µM (highest dose often 45.6 µM), without a hit: at the highest dose activation, usual class: activators; 380,000 compounds, 0.007% hits; also: potency is read from the fitted curve at half-maximal effect; % of control where 0% means no effect
# DRD3 antagonist = D3 dopamine receptor (human) antagonism. P35462. D3R cells, DiscoveRx beta-arrestin luminescence, antagonist mode; hits give low values. max response, negative = inhibition, %. 360,000 compounds, 2.5% hits. AID 652054; in the data active = max response below about -50%; inconclusive = no clear call, values can overlap the other calls; also: % is scaled to controls: 0 for no effect and ±100 for the full control effect; mostly tested at two doses, the higher about 12 µM
#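 Cells plated overnight at 1500 cells/well, then exposed to library compounds with dopamine controls for 90 minutes at 37 degrees C. DiscoveRx reagent added for 30–60 minutes at room temperature; luminescence read, quantitative HTS format.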
# * = called active by the depositor; i = inactive; ? = inconclusive; · = no result given; & = joins results of further samples; [ ] = dose if it differs, or a comment. Unless noted, calls follow the shape of the dose curve; as a rule, active = well fitted curve in the direction sought with a large enough effect; inconclusive = small, poorly fitted or top-dose-only effect, or another doubt; inactive = no such curve, though single readings can be large; an effect the other way counts as inactive or inconclusive. An excerpt; the hit share may differ from the screen's.
canonical_smiles	GLP1R inv ag	PTHR1 ag	aSyn rescue	Abeta yeast res	TDP43 rescue	Akt phos inh	FUS yeast rescue	GLP-1R agonist	DRD3 antagonist
O=C(c1cc2c(=O)n3ccccc3nc2s1)N1CCOCC1	19%	i	-10%	18%	14%	i	·	1%	-15
CCc1nnc(NC(=O)CCC(=O)N2CCN(Cc3ccc(Cl)cc3)CC2)s1	-25%	-74%[inhibitor][57.5 µM]	-1%	-8%	-14%	i	-4%	11%	-11
CCC(C)[C@H](NC(=O)N1CCn2c1nc1ccccc12)C(=O)NCCc1ccc(OC)c(OC)c1 (stereo partly specified)	?	-3%	9%	3%	6%	i	32%	11%	-2
Cc1cc(C(F)(F)F)nn1CC(=O)NCc1ccco1	10%	i	2%	-12%	4%	i	-18%	-3%	9
Cn1cccc1C(=O)OCC(=O)NC(=O)NC1CCCCC1	5%	-34%[inhibitor]	4%	17%	9%	i	-27%	1%	3
COc1cc(OC)c(C(=O)N2CCN(c3ccccn3)CC2)cc1OC	-3%	23%	0%	3%	4%	i	-20%	-1%	2
O=C(Nc1c(S(=O)(=O)c2ccc(Cl)cc2)csc1Br)c1ccccc1Cl	-3%	i	3%	21%	26%	i	-7%	7%	3
COC(=O)c1c(NC(=O)COc2ccc(C(C)C)cc2)sc2c1CCCC2	0%	-21%	·	0%	20%	·	4%	·	·
COc1ccc(NC(=O)CCC(=O)NCCO)cc1	12%	-6%	-5%	-11%	-16%	i	12%	4%	7
O=C(CN1C(=O)CCSc2ccc(S(=O)(=O)N3CCCC3)cc21)Nc1ccccc1	-1%&10%	i	-1%	-1%&-1%	-1%&18%	i	17%&0%	-3%	-9
CSc1ncccc1C(=O)OCC(=O)NCc1cccs1	-3%	-7%	-9%	-6%	0%	i	·	-1%	0
CCOc1cc(-c2cc(-c3ccc(C)o3)nc(N)c2C#N)ccc1O	10%	i	1%	23%	?	i	20%	18%	?
Cc1ccc(CN2C(=O)CCC2C(=O)NCCN2CCOCC2)cc1 (stereo unspecified)	-2%	i	-6%	1%	6%	i	-2%	-12%	10
COc1ccc(C2C(C(C)=O)=C(O)C(=O)N2c2nccs2)cc1 (stereo unspecified)	2%	-2%	7%	3%	18%	i	-14%	-19%	0
Cc1ncoc1C(=O)N1CCCC(C(=O)c2ccc3c4c(cccc24)CC3)C1 (stereo unspecified)	?	-12%	11%	1%	-8%	i	26%	12%	-2
CCCCCCCCN1C(=O)[C@H](CC(=O)NCc2cccc3ccccc23)C[C@@]2(C(=O)OCC)CCC=C12	?	-20%	-1%	-1%	5%	i	?	·	13
CC(=NNC(=S)N1CCCCCC1)c1cccc2cccnc12	?	i	20%	-1%	?	i	·	17%	-71*
Cc1csc2c(N3CCN(S(=O)(=O)c4ccc(Cl)cc4)CC3)ncnc12	20%	-51%[inhibitor]	-1%	-15%	0%	i	5%	17%	-4
Cc1ccccc1NC(=O)c1ccccc1NC(=O)Cc1cccc2ccccc12	2%	i	?	-10%	0%	i	3%	-4%	0
COc1ccc2c(c1)c1c(c(=O)n(Cc3ccccc3)c(=O)n1CC(=O)Nc1ccccc1OC)n2C	3%	-23%	·	-1%	?	·	3%	-1%	·
COc1cc(C(O)c2nc(-c3ccc(N(C)C)cc3)cs2)ccc1F (stereo unspecified)	?	-56%[inhibitor]	5%	20%	3%	i	-13%	5%	17
COc1cc(NC(=O)COc2ccc(F)cc2)nc(OC)n1	-3%	17%[57.5 µM]	-3%	12%	24%	i	-20%	7%	20
CC(C)CC(=O)Nc1nnc(SCc2cc(=O)n3ccccc3n2)s1	-1%	-6%	·	-4%	26%	·	-7%	·	·
Clc1ccc(-n2c(SCc3nc4ccccc4[nH]3)nnc2-c2ccncc2)cc1	-4%	-3%	-6%	-16%	0%	i	32%	-2%	-28
C[C@H](NC(=O)c1[nH]cnc1C(=O)N[C@H](C)c1ccccc1)c1ccccc1	?	i	-1%	4%	24%	i	29%	7%	16
Cc1nnc(SCC(=O)Nc2cc(C(C)(C)C)nn2-c2ccccc2)s1	0%	i	-1%	-7%	-12%	i	·	-4%	29
CNC(=O)NNC(=O)c1onc(-c2c(Cl)cccc2Cl)c1C(=O)OC	2%	-8%	-2%	0%	2%	i	18%	-3%	-22
C/C(=N\NC(=O)c1cccc(S(=O)(=O)N2CCCC2)c1)c1ccc(F)cc1	-1%	-12%	1%	-2%	10%	i	5%	-7%	-2
Cc1cc(C)cc(C(=O)n2cnnc2N)c1	-7%	i	2%	16%	16%	i	12%	1%	1
COc1ccc(C(CNC(=O)CN2C(=O)NC3(CC(C)CC(C)(C)C3)C2=O)N2CCOCC2)cc1 (stereo unspecified)	-8%	i	-1%	2%	-10%	i	7%	-10%	21
CCN(CC)CCn1c(NCc2nc3ccccc3n2Cc2ccccc2)nc2ccccc21	?	i	0%	16%	-6%	i	8%	-2%	-55*
COc1ccc(CCNC(=O)CC2Nc3ccccc3NC2=O)cc1 (stereo unspecified)	5%	i	-2%	14%	1%	i	?	5%	24
Cc1cccc(C(=O)NC(C(=O)Nc2cccc(S(=O)(=O)N3CCCC3)c2)C(C)C)c1 (stereo unspecified)	?	-6%	-9%	4%	12%	i	12%	5%	-8
Cc1cc(Nc2ccc(Br)c(C)c2)n2nc(C)nc2n1	27%	2%	17%	2%	8%	i	-8%	3%	-20
COCCn1nnnc1CN1CCC(NC(=O)c2ccc(Br)cc2)CC1	6%	i	-11%	-7%	-9%	i	9%	-1%	0
COCCn1cnnc1SCC(=O)Nc1cccc(S(=O)(=O)N2CCCCCC2)c1	13%	i	-4%	-8%	-26%	i	·	1%	18
COC(=O)C(Cc1c[nH]c2ccccc12)NC(C)=O (stereo unspecified)	5%	-3%	-3%	?	13%	i	-12%	-21%	-7
CN(C)C(=O)c1cc(C(=O)c2ccc(F)cc2C(F)(F)F)c[nH]1	-5%	-23%	-2%	3%	2%	i	-4%	20%	17
COc1ccc(/C(C)=N\NC(=O)C(c2ccncc2)N2CCOCC2)cc1 (stereo unspecified)	1%	i	2%	7%	-3%	i	-6%	1%	14
Cc1ccc(-n2ncc(C(=O)N3CCN(c4cc(Cl)ccc4C)CC3)c2C2CCN(C(=O)OC(C)(C)C)CC2)cc1	8%	-15%	·	-13%	-8%	·	25%	·	·
CCN1CCN(CC(=O)Nc2c(OC)cccc2OC)CC1	-1%	-22%	1%	-19%	-15%	i	-8%	-2%	-20
CC(=O)c1c(C)[nH]c(C(=O)N2CCCCCC2)c1C	?	i	-14%	-3%	13%	i	-10%	2%	-23
CCOc1ccc(N(CC(=O)Nc2cccc(Cl)c2)S(=O)(=O)c2c(C)noc2C)cc1	?	i	-3%	17%	10%	i	-9%	-2%	-15
O=[N+]([O-])c1ccc(S(=O)(=O)N2CCN(C3CCN(Cc4ccccc4)CC3)CC2)cc1	?	i	0%	-17%	-6%	i	-4%	0%	?
Oc1ccccc1CNCCCN1CCOCC1	34%[activator]	i	5%	4%	6%	i	-16%	1%	-23
CC(NC(=O)c1nn(C)c2c1CSc1ccccc1-2)c1ccccc1 (stereo unspecified)	12%	-24%	·	-16%	18µM*	·	?	·	·
Cc1ccc(CSCCNS(=O)(=O)c2ccccc2)cc1	-29%	i	17%	-22%	?	i	·	-2%	-24
c1ccc(CNc2c(-c3cccc(SC4CCCCC4)c3)nc3ccccn23)cc1	?	-57%&-93%[inhibitor]	-55%[inhibitor]	-69%[inhibitor]	-91%&-91%[inhibitor]	i	?	-2%	90
COc1ccc(N2C(=O)CC(c3ccccc3)C2=O)cc1 (stereo unspecified)	16%	-8%	-6%	3%	15%	i	5%	0%	9
C[C@@H]1Cn2cnc(C(=O)Nc3cccc(Cl)c3)c2C(=O)N1	-4%	i	0%	8%	5%	i	21%	-5%	2
COc1ccccc1NS(=O)(=O)c1cc(C(=O)N2CCCC2)ccc1F	3%	i	-5%	3%	5%	i	-1%	-8%	27
COc1ccc(-n2nc(C(=O)Nc3ccc4c(c3)OCO4)c3ccccc3c2=O)cc1	-5%	i	-4%	-5%	-16%	i	·	-2%	1
CC(=O)c1cccc(NC(=O)CC2S/C(=N/N=C3CCCCCC3)NC2=O)c1 (stereo unspecified)	-16%	-6%	-1%	-17%	-10%	i	?	1%	-29
COc1ccc(-c2cc(C(F)(F)F)n3ncc(C(=O)N4CCc5ccccc5C4)c3n2)cc1	3%	i	-3%	-6%	17%	i	12%	10%	9
Cc1cccc(NC(=O)c2ccc(S(=O)(=O)N3CCCCCC3)cc2)n1	?	-33%[inhibitor]	-1%	-16%	23%	i	7%	9%	1
Cc1cc(C)cc(NC(=O)C2CCCN2S(=O)(=O)c2ccc3nc(-c4ccccc4)[nH]c3c2)c1 (stereo unspecified)	?	i	·	8%	1%	·	28%	·	·
O=C(NCC12CC3CC(CC(C3)C1)C2)c1nn2cccnc2c1Cl	2%	i	7%	13%	4%	i	33%	25%	-13
O=C(c1cc(-c2cccc(Cl)c2)on1)N1CCN(c2ccccc2)CC1	5%&4%	-74%&0%[inhibitor]	13%	-1%&-11%	-5%&24%	i	12%&-1%	7%	-25
